From PubChem BioAssay
Tau ThT inhib = inhibitors of human tau fibril formation, thioflavin T binding; recombinant tau K18 P301L, heparin-induced fibrillization, ThT fluorescence; Potency, µM (titrated, usually from 57.4 µM), inactives show at the top dose activity, negative = inhibition, hits mostly inhibitors; 270,000 tested, 2.1% active; P10636; note: % is set by controls: 0 for no effect and ±100 for the full control effect; nearly all actives have a fitted effect of over 55% in size
Target sequence (P10636 561-689 P618L limits assumed): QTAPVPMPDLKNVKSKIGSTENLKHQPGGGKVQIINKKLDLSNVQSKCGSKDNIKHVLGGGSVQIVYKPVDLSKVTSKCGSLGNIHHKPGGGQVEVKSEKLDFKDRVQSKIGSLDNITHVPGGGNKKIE
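K18 P301L tau (15 uM + 0.24 uM Alexa 594-tagged), heparin 20 uM, NaOAc pH 7, 6 h 37 C; ThT 30 uM, 1 h RT, ex 450/em 510 nm.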
HTT ATP protect = cytoprotection in Huntington HTT-Q103 PC12 cell model; Potency, µM (titrated, usually from 56.4 µM), inactives show cytoprotection (ATP increase), hits mostly activators; AID 1471; PC12 HTT-Q103 induced, cytoprotection, ATP luminescence, 40 h; 230,000 tested, 0.14% active;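 note: % of control where 0% means no effect; nearly all actives have a fitted effect of over 45% in size; toxic huntingtin expression switched on by the ecdysone agonist tebufenozide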
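Huntington model: PC12 line, ecdysone-inducible HTTQ103 exon1–GFP, tebufenozide 100 nM. Test articles in a dose series. Endpoint luminescence from cellular ATP.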
Tau fluor cs = counter-screen for tau fibril formation inhibitors. tau K18 P301L Alexa594 fluorescence, heparin fibrillization. Potency, µM (doses to about 57.7 µM), for the others: top-dose activity change, negative = decrease. AID 1463. 280,000 tested, 0.93% active; note: % is set by controls: 0 for no effect and ±100 for the full control effect; nearly all actives have a fitted effect of over 55% in size
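Human tau K18 P301L (15 uM unlabeled, 0.24 uM Alexa 594-labeled) in 100 mM sodium acetate pH 7 with 20 uM heparin, 6 hr at 37 C. ThT 30 uM added, 1 hr ambient; Alexa 594 FP and total fluorescence read at 555/632 nm.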
JMJD2E inh = JMJD2E (human) inhibition; B2RXH2; 230,000 tested, 1.6% active; JMJD2E catalytic domain, FDH-coupled NADH fluorescence (FDH is formaldehyde dehydrogenase); AID 2147; Potency, µM (titrated, usually from 57.1 µM), without a hit: top-dose activity change, negative = inhibition, most hits filed as inhibitors; active = well fitted inhibition curve with a large enough effect, not every such curve was filed as active; inconclusive = small, poorly fitted or top-dose-only effect, or another doubt; inactive = no such curve, though single readings can be large or run the other way;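 note: 0% = wells with enzyme and -100% = buffer wells without enzyme; nearly all actives have a fitted effect of over 50% in size; many of its hits are not listed in these tables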
Target sequence (B2RXH2 1-337 limits assumed): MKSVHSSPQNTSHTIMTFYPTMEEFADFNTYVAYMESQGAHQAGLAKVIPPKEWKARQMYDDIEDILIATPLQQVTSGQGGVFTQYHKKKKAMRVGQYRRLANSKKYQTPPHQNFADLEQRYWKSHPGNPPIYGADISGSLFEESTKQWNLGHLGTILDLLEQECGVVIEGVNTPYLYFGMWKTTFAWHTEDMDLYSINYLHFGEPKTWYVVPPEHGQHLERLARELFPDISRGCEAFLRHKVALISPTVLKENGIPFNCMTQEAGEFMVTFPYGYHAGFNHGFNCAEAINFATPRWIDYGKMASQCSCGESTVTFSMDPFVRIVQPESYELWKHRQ
Tau fibril FP = inhibitors of human tau fibril formation | Potency, µM (highest dose often 57.7 µM), for the others: at the highest dose activity, negative = inhibition, actives largely listed as inhibitors | AID 1468 | 280,000 tested, 0.39% active | P10636 | K18 P301L tau heparin fibrillization, Alexa594 FP, 6 h; note: % is set by controls: 0 for no effect and ±100 for the full control effect; nearly all actives have a fitted effect of over 55% in size
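K18 P301L tau (15 uM unlabeled/0.24 uM Alexa 594-labeled, final) + compound + heparin 20 uM final; 100 mM NaOAc pH 7; 6 hr 37 C; ThT 30 uM final added, 1 hr RT; FP ex 555/em 632 nm.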
HttQ103 aggreg = mutant huntingtin aggregation inhibition | PC12 HttQ103-GFP aggregates, Acumen cytometry, 40 h | Potency, µM (doses to about 46.1 µM), for inactives: top-dose activity change, negative = inhibition, hits mostly inhibitors | 220,000 tested, 1.1% active; note: % is set by controls: 0 for no effect and ±100 for the full control effect; nearly all actives have a fitted effect of over 60% in size
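Steps: seed 1500 PC12 HTTQ103-GFP cells/well; add tebufenozide, 100 nM final; add compound titration; add ATPLite reagent; quantify GFP aggregates by laser scanning cytometry.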
ALDH1A1 inh = blocks purified human ALDH1A1 activity; 220,000 tested, 7.3% active; P00352; AID 1030; Purified ALDH1A1, NADH fluorescence, propionaldehyde substrate; Potency, µM (doses to about 75.3 µM), without a hit: top-dose activity, negative = inhibition, most hits filed as inhibitors; active = well fitted inhibition curve with a large enough effect, not every such curve was filed as active; inconclusive = small, poorly fitted or top-dose-only effect, or another doubt; inactive = no such curve, though single readings can be large or run the other way;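 note: plate controls were no enzyme wells and a reference inhibitor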
Target sequence (P00352 whole entry, looked up): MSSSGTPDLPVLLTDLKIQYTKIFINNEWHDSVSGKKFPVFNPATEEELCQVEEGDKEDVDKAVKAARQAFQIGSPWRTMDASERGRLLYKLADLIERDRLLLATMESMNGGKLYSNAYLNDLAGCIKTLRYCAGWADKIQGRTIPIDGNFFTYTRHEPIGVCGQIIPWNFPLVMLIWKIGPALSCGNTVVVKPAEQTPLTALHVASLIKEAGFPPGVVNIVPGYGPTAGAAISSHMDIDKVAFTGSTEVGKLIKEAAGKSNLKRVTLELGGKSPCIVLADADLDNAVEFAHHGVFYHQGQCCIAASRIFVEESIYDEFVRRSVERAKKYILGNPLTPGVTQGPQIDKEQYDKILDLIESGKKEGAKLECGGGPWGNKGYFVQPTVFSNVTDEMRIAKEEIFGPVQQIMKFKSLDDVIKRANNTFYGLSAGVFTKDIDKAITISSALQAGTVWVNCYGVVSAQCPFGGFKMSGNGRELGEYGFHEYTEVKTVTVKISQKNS
SMN2 splice up = enhancers of SMN2 splice variant expression; HEK293 SMN2-luciferase splicing reporter, luminescence, 30-36 h; Potency, µM (top dose mostly 46.1 µM), inactives show at the top dose activity change, positive = activation, usual class: activators; 210,000 tested, 2.8% active; AID 1458; note: % of control where 0% means no effect; nearly all actives have a fitted effect of over 55% in size
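HEK293 cells carry an SMN2 minigene-luciferase reporter in which exon 7 inclusion puts luciferase in frame. Cells were seeded at 2000 cells/well, attached for 10-12 hours, then exposed to compounds for 30-36 hours at 37C before ONE-Glo luminescence.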
* = called active by the depositor; ? = inconclusive; / = no result given; & = joins results of further samples; [ ] = another dose, or the depositor's remark. Unless noted, calls come from the whole dose curve; as a rule, active = well fitted curve in the direction sought with a large enough effect; inconclusive = small, poorly fitted or top-dose-only effect, or another doubt; inactive = no such curve, though single readings can be large; an effect the other way counts as inactive or inconclusive. Potency is the fitted concentration of half-maximal effect. An excerpt, so the mix of outcomes need not match the whole.

No. | canonical_smiles | HttQ103 aggreg | Tau ThT inhib | ALDH1A1 inh | SMN2 splice up | Tau fibril FP | Tau fluor cs | HTT ATP protect | JMJD2E inh
1 | CCCCNC(=S)N/N=C/c1ccc(C)s1 | 16% | -11% | 4% | ? | 1% | -23% | 20%[10 µM] | 9%
2 | CSc1ccc(Cl)c(C(=O)OCC(=O)NCc2ccco2)c1 | 6% | ? | ? | / | -11% | -10% | -7% | ?
3 | CCOC(=O)COc1ccc(Br)cc1/C=C/c1[nH]c(=O)[nH]c(=O)c1[N+](=O)[O-] | ? | ? | ? | / | 5% | 1% | -12% | ?
4 | O=C(c1cn(-c2ccccc2)nc1-c1cccs1)N1CCN(c2ccccc2)CC1 | ? | -8% | ? | 5% | 13% | -15% | -57%[inhibitor] | -11%
5 | CC(NC(=O)C(=O)Nc1nccs1)c1ccccc1 (stereo unspecified) | -19%[9.22 µM] | -15% | / | / | -4% | -13% | 2%[10 µM] | 1%
6 | Cc1ccc(S(=O)(=O)N(CC(O)CN2CCCCC2)c2ccccc2)cc1 (stereo unspecified) | 6% | -6% | 7% | 1% | -12% | -13% | -7% | 7%
7 | COc1ccccc1N1CCN(C(=O)CCCCn2c(=O)[nH]c3ccsc3c2=O)CC1 | -19% | -10% | 1% | 3% | 0% | -13% | -3% | -4%
8 | CCOC(=O)C1(S(=O)(=O)c2ccccc2)CCN(Cc2ccccc2)CC1 | 7% | -4% | -3% | -14% | 0% | -13% | 3% | -3%
9 | CCc1nc(NCCC(C)C)c(C#N)c2c1CCCC2 | 3% | -12% | ? | -26% | 5% | -10% | -15% | -27%
10 | CCOCCCNC(=O)CSCc1nc(-c2ccc(SC)cc2)oc1C | -5% | ? | ? | -52%[inhibitor] | -2% | -14% | -40%[inhibitor] | ?
11 | CC1=NNC(=O)/C1=C\c1cn(-c2ccccc2)nc1-c1ccc(F)cc1 | ? | 20µM* | ? | -107%[inhibitor] | 5% | -23% | -218%[inhibitor] | ?
12 | CCC(=O)Nc1nc(C)cc(SCC(=O)OC)n1 | -4% | -4% | 1% | 12% | -2% | 2% | 2% | 0%
13 | O=C(c1ccccc1)N(Cc1ccco1)C1CCS(=O)(=O)C1 (stereo unspecified) | 0% | -1% | 3% | -7% | -2% | 2% | 3% | 9%
14 | Cn1nc(C(F)(F)F)c(/C=N/OC(=O)c2ccccc2)c1Cl | -3% | 0% | -5% | -6% | -5% | 0% | 32% | 10%
15 | O=S(=O)(c1ccc(F)cc1)N1CCN(c2ccccn2)CC1 | 10% | -3% | 6% | 0% | -3% | 3% | 11% | ?
16 | CNNC(=S)Nc1cccc(SC)c1 | 18%[9.22 µM] | ? | ? | / | 3% | ? | 7%[10 µM] | -21%
17 | COc1cc2c(cc1O)C(Cc1ccc(O)cc1)N(C)CC2 (stereo unspecified) | / | -1% | 6% | 3% | -6% | -3% | / | 1%
18 | CCN(CC)S(=O)(=O)c1ccc(NC(=O)c2cccc3c2C(=O)N(CCOC)C3)cc1 | -21% | 5% | 6% | 2% | 2% | 1% | -7%[10 µM] | -4%
19 | Cc1ccc(C(=O)NCCN2C3=NC[C@@H](Cc4ccccc4)N3C[C@H]2Cc2ccc(O)cc2)cc1Br | -12%[9.22 µM] | ? | -14% | / | 5% | -15% | -7%[10 µM] | 1%
20 | CC(=O)C1C(c2ccc(F)cc2)c2c(noc2C)CC1(C)O (stereo unspecified) | -9%[9.22 µM] | 2% | / | / | 4% | 7% | 14%[10 µM] | 0%
21 | CCN(CC)C(=O)C1=C(C)Nc2nc3ccccc3n2C1c1ccc(Br)cc1 (stereo unspecified) | / | -8% | / | 10% | -3% | -17% | / | /
22 | Cn1c(=O)c2c(-c3ccc(Cl)cc3)ccnc2n(C)c1=O | / | -2% | / | -11% | -7% | -7% | / | /
23 | O=C(Cc1ccc(Cl)cc1)NNC1CC(=O)N(c2ccc3ccccc3c2)C1=O (stereo unspecified) | -9%[9.22 µM] | -1% | / | / | -5% | -9% | -10%[10 µM] | 6%
24 | CCCc1nn(C)c2c(=O)[nH]c(-c3cc(S(=O)(=O)N4CCN(C)CC4)ccc3OCC)nc12 | -5% | 5%&-12% | 5%&-8% | 4% | -3%&1% | -2%&-12% | ? | 1%
25 | CSc1nnc2c(n1)OC=Nc1ccccc1-2 | 14% | ? | 6% | 8% | -12% | -7% | 4% | 10%

Reformatted field by field: entries from further up
(17) COc1cc2c(cc1O)C(Cc1ccc(O)cc1)N(C)CC2 (stereo unspecified)
  HttQ103 aggreg: / | Tau ThT inhib: -1% | ALDH1A1 inh: 6% | SMN2 splice up: 3% | Tau fibril FP: -6% | Tau fluor cs: -3% | HTT ATP protect: / | JMJD2E inh: 1%

(18) CCN(CC)S(=O)(=O)c1ccc(NC(=O)c2cccc3c2C(=O)N(CCOC)C3)cc1
  HttQ103 aggreg: -21% | Tau ThT inhib: 5% | ALDH1A1 inh: 6% | SMN2 splice up: 2% | Tau fibril FP: 2% | Tau fluor cs: 1% | HTT ATP protect: -7%[10 µM] | JMJD2E inh: -4%

The main list resumes with the 5 entries that preceded the break.
No. | canonical_smiles | HttQ103 aggreg | Tau ThT inhib | ALDH1A1 inh | SMN2 splice up | Tau fibril FP | Tau fluor cs | HTT ATP protect | JMJD2E inh
21 | CCN(CC)C(=O)C1=C(C)Nc2nc3ccccc3n2C1c1ccc(Br)cc1 (stereo unspecified) | / | -8% | / | 10% | -3% | -17% | / | /
22 | Cn1c(=O)c2c(-c3ccc(Cl)cc3)ccnc2n(C)c1=O | / | -2% | / | -11% | -7% | -7% | / | /
23 | O=C(Cc1ccc(Cl)cc1)NNC1CC(=O)N(c2ccc3ccccc3c2)C1=O (stereo unspecified) | -9%[9.22 µM] | -1% | / | / | -5% | -9% | -10%[10 µM] | 6%
24 | CCCc1nn(C)c2c(=O)[nH]c(-c3cc(S(=O)(=O)N4CCN(C)CC4)ccc3OCC)nc12 | -5% | 5%&-12% | 5%&-8% | 4% | -3%&1% | -2%&-12% | ? | 1%
25 | CSc1nnc2c(n1)OC=Nc1ccccc1-2 | 14% | ? | 6% | 8% | -12% | -7% | 4% | 10%
26 | CCOC(=O)C1Cc2ccccc2C(=O)O1 (stereo unspecified) | -2% | -7% | -13% | -3% | -1% | -4% | 9% | 1%
27 | Cc1occc1C(=O)NNC(=O)Nc1ccc([N+](=O)[O-])cc1 | -20% | -12% | 14µM* | -6% | -14% | -14% | 6% | 4%
28 | COc1ccc(C(CNC(=O)c2cc(=O)[nH]c3ccccc23)N2CCCC2)cc1 (stereo unspecified) | 7% | -4% | -15% | -12% | 6% | -2% | 16% | ?
29 | O=C(COC(=O)c1cccs1)Nc1ccc(S(=O)(=O)N2CCOCC2)cc1 | -5% | -8% | -2% | 2% | 2% | -10% | 5%[10 µM] | -1%
30 | Cc1ccc2c(c1)c1c(n2CC2COC(C)(C)O2)C(=O)CCC1 (stereo unspecified) | -1% | 5% | ? | -3% | -1% | -2% | -2% | ?
31 | COc1cccc(N2C(C(C)=O)=NN(c3ccccc3)C2c2ccc(N3CCOCC3)cc2)c1 (stereo unspecified) | 11µM* | ? | 14µM* | -11% | -11% | -27% | / | -2%
32 | Cc1cc(=O)[nH]c2nnnn12 | -5%[9.22 µM] | -9% | ? | / | -1% | -4% | 5%[10 µM] | ?
33 | COc1ccc(N=NC2=C(O)CC(C)(C)CC2=O)c(OC)c1 | 5% | ? | 0.28µM* | 7% | -3% | -4% | -18%[10 µM] | -9%
34 | O=C(CC(C(=O)O)c1ccccc1)Nc1ccccc1 (stereo unspecified) | 17% | -9% | 14% | -1% | 5% | -2% | -9%[0.074 µM] | 3%
35 | CC1(C)CC(=O)C2=C(C1)OC1=C(C(=O)CC(C)(C)C1)C2(C)C | -7% | -5% | 11% | 5% | -10% | -5% | 5%[10 µM] | 1%
36 | Cc1c(-c2csc(N)n2)cnn1C | -12% | -13% | -15% | 8% | -5% | -1% | -47%[inhibitor] | 0%
37 | CSc1nsc(/C=C/Nc2ccc(F)cc2F)c1C#N | 1% | 14µM* | 8.9µM* | 19% | -11% | ? | -22% | ?
38 | O=C(O)c1ccccc1C(=O)Nc1ccc(-n2ccc(C(F)(F)F)n2)cc1 | -10%[9.22 µM] | -3% | / | / | 2% | -6% | -1%[10 µM] | 3%
39 | CC(=O)Nc1sc(C)c(C)c1C(=O)OCC(=O)N(C)C1CCS(=O)(=O)C1 (stereo unspecified) | 5% | 8% | 2% | -7% | 5% | 1% | 3%[10 µM] | 7%
40 | COC(=O)[C@H]1C2CCC(C(=O)OC)(CC2)[C@H]1C(=O)OC | 6% | -3% | 13% | 5% | -5% | 1% | 13% | 4%
41 | O=c1c[n+]([O-])c2ccccc2n1OCc1ccccn1 | 7% | -12% | ? | 29% | 3% | -4% | 16% | ?
42 | O=C1C2Sc3[nH]c(=O)sc3C(c3ccccc3)C2C(=O)N1c1ccccc1 (stereo unspecified) | 21% | ? | ? | -23% | ? | ? | 1% | ?
43 | C/C(=N\NS(=O)(=O)c1ccc(C)cc1)c1cc2ccccc2oc1=O | -6% | -16% | 16µM* | -6% | -2% | -11% | 24% | -19%
44 | CN(Cc1ccccc1)C(=O)C1CCN(S(=O)(=O)c2ccc3c(c2)oc(=O)n3C)CC1 | / | 0% | / | -31% | -3% | -15% | / | /
45 | Cn1c(=S)oc2ccccc21 | 14%[9.22 µM] | -4% | -5% | / | 2% | -15% | 15%[10 µM] | 2%
46 | COC(=O)[C@@H]1C[C@@]2(O)[C@@H](O)[C@@H](O)[C@@H](O)C[C@H]2N1Cc1cc(F)ccc1F | / | 1% | ? | -3% | -5% | -4% | -28% | -3%
47 | O=C(CCCOc1ccccc1)NCC1CCCO1 (stereo unspecified) | ? | -21% | -3% | -21% | 5% | -9% | 2% | -12%
48 | COc1ccc(-c2nnn(CC(=O)N3CCN(c4ccccc4OC)CC3)n2)cc1OC | 19%[9.22 µM] | 8% | -6% | / | 8% | 4% | 5%[10 µM] | -7%
